# GPR151 ag – activators of human GPR151, primary screen, cell-based, PathHunter beta-arrestin, luminescence. activation, % at 11.2 µM. G-protein coupled receptor 151 (Homo sapiens), Q8TDV0. 650,000 tested, 1% active. AID 1508602, 2020. PathHunter beta-arrestin GPR151 cells; in the data active = activation above about 4.9%;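 also: 0% = median of compound wells and 100% = cells with positive control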
# Target sequence (Q8TDV0 whole entry, looked up): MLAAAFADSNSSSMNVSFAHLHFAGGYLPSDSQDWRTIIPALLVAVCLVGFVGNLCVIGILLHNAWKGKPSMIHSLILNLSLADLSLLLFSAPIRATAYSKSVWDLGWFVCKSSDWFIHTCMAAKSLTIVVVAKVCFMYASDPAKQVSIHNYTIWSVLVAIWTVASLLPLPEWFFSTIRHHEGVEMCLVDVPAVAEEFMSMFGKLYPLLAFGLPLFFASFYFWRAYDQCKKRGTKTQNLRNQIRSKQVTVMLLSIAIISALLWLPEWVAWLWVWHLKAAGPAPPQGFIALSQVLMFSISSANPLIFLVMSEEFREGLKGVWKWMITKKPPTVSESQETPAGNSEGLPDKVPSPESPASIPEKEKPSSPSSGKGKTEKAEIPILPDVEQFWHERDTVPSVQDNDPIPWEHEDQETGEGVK
# MITF primary – MITF inhibitors, primary screen, biochemical, AlphaScreen, human | Microphthalmia-associated transcription factor (Homo sapiens), O75030 | AlphaScreen MITF homodimerization, bead proximity signal | inhibition, % at 2.6 µM | 650,000 tested, 0.91% active; in the data active = inhibition above about 50%;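 also: 0% = vehicle wells with protein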
# Target sequence (O75030 whole entry, looked up): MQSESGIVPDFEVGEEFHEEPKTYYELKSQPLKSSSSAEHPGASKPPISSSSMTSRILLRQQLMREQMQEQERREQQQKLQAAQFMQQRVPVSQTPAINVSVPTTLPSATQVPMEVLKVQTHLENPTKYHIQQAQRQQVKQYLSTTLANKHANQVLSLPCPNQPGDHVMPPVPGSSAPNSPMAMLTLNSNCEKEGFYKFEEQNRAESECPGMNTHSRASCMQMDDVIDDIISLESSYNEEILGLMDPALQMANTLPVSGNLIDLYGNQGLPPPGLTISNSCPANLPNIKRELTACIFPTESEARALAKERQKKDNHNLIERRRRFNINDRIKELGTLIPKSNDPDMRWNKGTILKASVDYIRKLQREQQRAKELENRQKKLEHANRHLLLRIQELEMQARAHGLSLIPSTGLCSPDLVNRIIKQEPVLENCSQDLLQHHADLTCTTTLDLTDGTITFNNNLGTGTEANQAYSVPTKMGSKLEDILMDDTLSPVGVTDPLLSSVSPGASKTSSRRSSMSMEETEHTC
# FBW7 activator – FBW7 E3 ligase activators, primary screen, biochemical, AlphaScreen, human. F-box/WD repeat-containing protein 7 (Homo sapiens), Q969H0. AlphaScreen FBW7–phospho-cyclin E peptide binding, activator screen. normalized activity (activation), % at 26.1 µM. 650,000 tested, 0.13% active; in the data active = normalized activity above about 1.9%;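 also: purified mutant Fbw7 with reduced substrate affinity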
# TEAD-YAP block – TEAD-YAP interaction inhibition, primary screen, TEAD-YAP interaction inhibitor project, luminescence, HEK-TIYL cells; TEAD-Gal4/YAP UAS-luciferase luminescence; inhibition, % at 9.12 µM; 640,000 tested, 1.4% active; in the data active = inhibition above about 32%;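 also: 0% = median of test compound wells and 100% = reference inhibitor wells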
# An asterisk follows results filed as active.
SMILES,GPR151 ag,MITF primary,FBW7 activator,TEAD-YAP block
CCCCN(CC)CCNC(=O)CNC(=O)c1nn(-c2ccc(OC)c(OC)c2)c(=O)c2ccccc12,0.0,12,0.3,13
O=[N+]([O-])c1cccc(NS(=O)(=O)/C=C/c2ccccc2)c1,0.5,2,0.0,2
Cc1nc2sc(C)c(C)n2c(=O)c1NC(=O)C1CC1,-1.2,-22,-0.1,2
Cc1cccc(NC(c2cccc(OCc3ccccc3)c2)c2ccc3ccc(C)nc3c2O)n1 (stereo not drawn),0.7,10,0.3,-15
O=C(O)C(CSc1ncccn1)CSc1ncccn1,-2.6,16,0.1,7
COc1ccc(S(=O)(=O)NCC(c2cccs2)N2CCc3ccccc32)cc1 (stereo not drawn),0.5,8,0.1,4
O=C(Cn1nnc2ccccc21)N/N=C\c1ccccn1,-1.6,25,-0.3,4
O=C(CSc1ccc(-c2cccnc2)nn1)c1ccc(F)cc1,1.9,5,-0.1,-31
C/C(=N\NC(=O)CC1=NNC(=O)C1)c1ccco1,-0.5,51*,-0.5,-1
O=[N+]([O-])c1ccc(Nc2ccc([N+](=O)[O-])cc2)cc1,0.6,0,0.2,-1
Cc1nnc2sc(-c3ccc(NC(=O)C(C)C)cc3)nn12,-0.7,5,-0.2,-49
COc1ccccc1C(=O)COC(=O)C(C)N1C(=O)c2ccccc2C1=O (stereo not drawn),-0.1,0,0.1,4
O=C(NCc1cc(-c2ccccc2F)on1)c1cc2ccccc2oc1=O,-1.2,-4,0.1,-2
CCCCNC(=O)c1cccc([N+](=O)[O-])c1,0.3,1,-0.1,-2
CCc1c(C)sc(NC(=O)C2CCCO2)c1C(N)=O (stereo not drawn),2.3,27,0.1,9
O=C(NCCCN1CCOCC1)c1sc2cc([N+](=O)[O-])ccc2c1Cl,-0.4,10,0.4,10
CC(C)(C)CC(=O)N1CCc2cc(-c3csc(NC(=O)CN4CCCCC4)n3)ccc21,-0.5,-2,0.2,1
Cc1ccc(CNC(=S)NC2CCN(C)CC2)cc1,-0.6,-20,-0.2,1
CC1CC(=O)Nc2ccccc2N1S(=O)(=O)c1ccc(Br)cc1 (stereo not drawn),1.0,6,0.1,5
Cc1ccc(C(C(=O)NC(C)(C)C)N(Cc2cccnc2)C(=O)c2csnn2)cc1 (stereo not drawn),0.3,-1,1.3,5
O=P(O)(CCc1ccccn1)CN1CCOCC1,-0.2,15,0.4,6
CC1CCC2(CC1)NC(=O)N(/N=C/c1ccccc1)C2=O (stereo not drawn),-1.4,11,0.0,-24
COc1cccc(CN2CCC(=O)N(Cc3ccccc3C#N)CC2)c1,3.9,-5,-0.1,4
Cc1cc(C)n(-c2nc3c(c(=O)n(CCc4ccccc4)c(=O)n3C)n2C(C)C)n1,0.4,-8,0.1,-3
CC(C)CC(=O)N1CCN(S(=O)(=O)c2ccccc2[N+](=O)[O-])CC1,1.0,12,0.0,0
CC1CCc2c(sc(NC(=O)c3ccc(N4C(=O)C5C6C=CC(C6)C5C4=O)cc3)c2C#N)C1 (stereo not drawn),0.7,11,0.2,10
COc1ccc(C=NC2CCCCC2)c(OC)c1,-0.2,0,0.0,0
COc1ccc(OC)c(Cc2nnc(CCC(=O)N3CCCCC3)o2)c1,-1.6,17,0.0,-64
CCCCS(=O)(=O)c1sc2nc(C)cc(C)c2c1N,1.6,0,0.1,3
Cc1ccc2oc(=O)c3cnn(CC(=O)NC(C)c4ccc5c(c4)OCCO5)c3c2c1 (stereo not drawn),-0.6,9,-0.2,2

# Limited to FBW7 activator and MITF primary (2 entries from above):
molecule | FBW7 activator | MITF primary
CC(C)CC(=O)N1CCN(S(=O)(=O)c2ccccc2[N+](=O)[O-])CC1 | 0.0 | 12
CC1CCc2c(sc(NC(=O)c3ccc(N4C(=O)C5C6C=CC(C6)C5C4=O)cc3)c2C#N)C1 (stereo not drawn) | 0.2 | 11

# (next part)
SMILES,GPR151 ag,MITF primary,FBW7 activator,TEAD-YAP block
CC(=O)c1ccc(N(C(=O)c2csnn2)C(C(=O)NC(C)(C)C)c2ccccc2)cc1 (stereo not drawn),1.3,-11,0.1,1
COC(=O)c1c(F)c(F)c(NCCO)c(F)c1F,-1.0,-8,-0.1,-2
CCOc1cc(C=O)ccc1OCC(=O)Nc1cccc(C(F)(F)F)c1,2.8,7,0.0,21
O=C(CCS(=O)(=O)c1ccccc1Cl)OCC(=O)c1ccc(Br)cc1,-0.1,-1,-0.3,-9
O=C(NC1CCCCC1O)c1cccc(Cl)c1 (stereo not drawn),2.1,-3,-0.1,8
CCCCn1c(=O)c2ccccc2n2c(SCC(=O)Nc3nc(C)cs3)nnc12,-0.5,-4,-0.2,7
COc1ccccc1C1=N/C(=C\C(C)=C\c2ccccc2)C(=O)O1,-1.3,9,-0.1,2
Cc1ccccc1C(=O)Nc1sc2c(c1C(=O)N1CCN(Cc3ccccc3)CC1)CCC2,-0.1,2,0.1,11
O=C(OCCCN1C(=O)c2ccccc2C1=O)c1ccc(Cl)cc1Cl,-1.2,-1,0.0,5
CC1(C)CC(NC(=O)COc2ccc(C(C)(C)C)cc2Br)CC(C)(C)N1,-0.9,6,0.1,0
Cc1cccc2c(C(=O)NCCO)cc(-c3ccccc3)nc12,-0.2,2,-0.1,15
CC1=C(C(=O)OC(C)C)C(c2ccc(Cl)c(Cl)c2)NC(=O)N1 (stereo not drawn),1.0,-2,-0.1,-17
Cc1cc(NC(=S)N(Cc2cccs2)C2CCCC2)ccc1Cl,0.7,-6,-0.1,13
CCCNc1cc(Nc2cccc(N(C)C)c2)ncn1,0.3,-2,-0.1,-11
O=C(NC(=S)NCc1cccs1)c1ccccc1,0.9,-17,0.0,-8
CC(=O)c1ccc(N2CCN(CC(=O)NCCc3ccc(Cl)cc3Cl)CC2)cc1,2.0,10,0.0,8
Cc1cc(F)ccc1NC(=O)CN1Cc2ccccc2C1=O,0.6,0,0.1,-3
CCN(CC)P(=N)(c1c(C)nc2ccccn12)N(CC)CC,0.6,1,0.0,4
CCOc1ccc(N=C2S/C(=C\c3ccccc3)C(=O)N2c2ccc(OCC)cc2)cc1,-0.1,15,0.5,-7
c1ccc(Cn2cc(-c3cncc(-c4cccs4)n3)cn2)cc1,1.8,12,-0.1,-5
CN=c1scc(C)n1/N=C/c1ccc2c(c1)OCO2,-6.8,14,-0.3,15
CCC(CO)Nc1ccc2ncc(-c3ccc(N4CCOCC4)cc3)n2n1 (stereo not drawn),0.4,12,0.9,-2
CCN(CC)CCCNS(=O)(=O)c1ccc(C)cc1,-0.6,-1,-0.1,-1
N#CCN1CCCC(c2ccccc2)C1 (stereo not drawn),0.6,2,0.0,7
O=C(O)CCSc1ncnc2nc[nH]c12,-0.7,12,0.0,8
COc1ccc(-n2cc(-c3cc4ccccc4oc3=O)[nH]c2=S)cc1,-0.2,5,-0.1,17
O=C(CNC(=O)c1ccc(Cl)cc1Cl)OCc1ccc([N+](=O)[O-])cc1,0.3,-3,-0.2,3
COc1cc(/C(C)=N/NC(=O)c2ccco2)ccc1O,-3.0,5,-0.1,-53
COc1ccc(CN2CCN(C3CCCCC3)C(CCO)C2)cc1C (stereo not drawn),-0.3,-2,0.0,5
O=C(NC1CCCc2ccccc21)c1ccc(Cn2ccnc2)cc1 (stereo not drawn),0.2,0,0.0,-4
COc1ccc(NS(=O)(=O)c2ccc(NC(C)=O)cc2)cn1,0.3,-1,-0.1,7
CC(C)(C)c1cn2c3ccccc3n(CCN3CCCCC3)c2n1,0.5,26,0.2,-5
CC(=O)Nc1cccc(SC(F)(F)F)c1,-0.3,-9,0.2,-8
CCOC(=O)C1=C(C)NC2=C(C(=O)CC(c3ccc(OC)cc3)C2)C1c1ccccc1OC(C)C (stereo not drawn),1.3,17,0.1,-5
CC(=O)N1C(=S)NC(=O)/C1=C\c1ccc2c(c1)OCO2,-2.4,0,0.0,-7
O=C(CN1C(=O)c2ccccc2C1=O)OCC(=O)c1ccc(F)cc1,1.7,-1,0.1,0
CC1CCCC(NC(=O)COC(=O)c2ccccc2O)C1C (stereo not drawn),-0.4,-10,0.1,-1
Cc1c(Cl)cccc1NC(=O)c1cc(S(=O)(=O)NCc2ccccc2Cl)ccc1F,-0.5,7,-0.1,12
NC(=O)NC(CC(=O)OCC(=O)NCC(F)(F)F)c1ccc(Cl)cc1 (stereo not drawn),0.9,-1,0.0,-2
Cc1cc2c(c(-c3ccc(C(N)=O)cn3)c1)OC(CNC(=O)C(C)N1CCOCC1)C2 (stereo not drawn),-0.3,16,-0.1,10
Cc1c(C(=O)N2CCCCC2)nnn1-c1nonc1N,-1.3,7,0.1,2
Cc1nc(N2CCOCC2)c2c(C)c(C(=O)NCc3ccc(F)cc3)sc2n1,-0.1,-3,0.1,-4
Cc1c(-c2ccccc2)oc2c(C(=O)O)cccc2c1=O,-0.8,-2,0.0,14
O=[N+]([O-])c1ccc(NCCCNS(=O)(=O)c2ccccc2)c(C(F)(F)F)c1,0.1,5,-0.1,5
CC(C)CCOc1ccc(-c2nn(-c3ccccc3)cc2/C=c2\sc3nc(-c4ccc(Br)cc4)nn3c2=O)cc1,1.3,14,0.2,-10
CCOC(=O)N1CCN(C(=O)Cc2noc3ccc(C)cc23)CC1,0.2,1,0.1,-6
Cc1nc(C)n(-c2ccc(Nc3nccc(-c4cc(N5CCOCC5)cc(C(F)(F)F)c4)n3)cc2)n1,-0.8,9,0.3,-3
CCN1CCN(CCCN2C(=O)C3C(C(=O)Nc4ccc(F)c(Cl)c4)C4C=CC3(O4)C2C(=O)NC2CCCC(C)C2C)CC1 (stereo not drawn),-1.0,-12,0.0,-4
CC(C)n1c(-c2ccc(N3CCOCC3)nc2)nc2c(Nc3ccc(N4CCOCC4)cc3)ncnc21,-0.7,5,0.0,-8
CCCCNC(=O)C(Cc1ccccc1)NS(=O)(=O)c1ccc2c(c1)oc(=O)n2C (stereo not drawn),-0.6,17,0.2,5

# Later entries
SMILES,GPR151 ag,MITF primary,FBW7 activator,TEAD-YAP block
CC(=O)c1ccc(OCCCC(=O)Nc2ccc(Cl)cc2F)cc1,0.5,-2,-0.1,-2
O=c1c2cc(N3CCOCC3)ccc2[nH]c(=S)n1CC1CCCO1 (stereo not drawn),0.9,8,-0.1,-6
CCC12CN3CCN(CC(C3)/C1=N\NC(=O)c1ccc(F)cc1)C2,-0.2,-7,0.1,-44
CCCc1ccc(-c2ccc(-c3noc(-c4ccc(Br)cc4)n3)cc2)cc1,1.0,-3,-0.1,4
COc1ccc(C(=O)Nn2c(-c3ccc(F)cc3)nc3ccccc3c2=O)cc1Br,2.5,-1,-0.1,7
CCN1C(=O)C(CC(=O)Nc2ccccc2F)N(NC(=O)c2cccc(F)c2)C1=S (stereo not drawn),0.8,-9,-0.1,3
N#C/C(=C/c1ccc(Br)cc1)c1nc(-c2ccccc2)cs1,-0.3,10,0.1,1
CC1CCCC(C)N1C(=O)COC(=O)c1ccc(O)cc1 (stereo not drawn),1.9,5,0.1,3
CC1CCCC(C)N1C(=O)c1cc(=O)c2ccccc2o1 (stereo not drawn),-1.0,4,-0.3,-3
CC(C)NC(=O)c1ccc(N(C)S(=O)(=O)c2ccc(Cl)cc2)cc1,0.3,10,-0.1,-3
COc1cccc(CN(CCN2CCCC2)C(=O)c2cc3ccc(-c4cn[nH]c4)cc3[nH]2)c1,-0.6,-24,-0.3,7
COc1ccc(S(=O)(=O)N2CCSC2c2ccc(C)cc2)cc1 (stereo not drawn),1.1,5,0.0,5
CC1CC(C)CN(S(=O)(=O)c2ccc(F)c(C(=O)NCCC3=CCCCC3)c2)C1 (stereo not drawn),-1.0,-5,0.1,-6

# Gathered by group: the compounds so far containing a thiophene ring, fused or not (ten)
SMILES,GPR151 ag,MITF primary,FBW7 activator,TEAD-YAP block
COc1ccc(S(=O)(=O)NCC(c2cccs2)N2CCc3ccccc32)cc1 (stereo not drawn),0.5,8,0.1,4
CCc1c(C)sc(NC(=O)C2CCCO2)c1C(N)=O (stereo not drawn),2.3,27,0.1,9
O=C(NCCCN1CCOCC1)c1sc2cc([N+](=O)[O-])ccc2c1Cl,-0.4,10,0.4,10
CC1CCc2c(sc(NC(=O)c3ccc(N4C(=O)C5C6C=CC(C6)C5C4=O)cc3)c2C#N)C1 (stereo not drawn),0.7,11,0.2,10
CCCCS(=O)(=O)c1sc2nc(C)cc(C)c2c1N,1.6,0,0.1,3
Cc1ccccc1C(=O)Nc1sc2c(c1C(=O)N1CCN(Cc3ccccc3)CC1)CCC2,-0.1,2,0.1,11
Cc1cc(NC(=S)N(Cc2cccs2)C2CCCC2)ccc1Cl,0.7,-6,-0.1,13
O=C(NC(=S)NCc1cccs1)c1ccccc1,0.9,-17,0.0,-8
c1ccc(Cn2cc(-c3cncc(-c4cccs4)n3)cn2)cc1,1.8,12,-0.1,-5
Cc1nc(N2CCOCC2)c2c(C)c(C(=O)NCc3ccc(F)cc3)sc2n1,-0.1,-3,0.1,-4
